MC4R ag barr = human MC4R agonism via beta-arrestin | P32245 | activation, % at 8.9 µM | U2OS MC4R beta-arrestin complementation, luminescence; percent of melanotan II response, DMSO zero | AID 540308 | 360,000 compounds, 0.98% hits;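 active = activation above a per-plate cutoff, the mean activation of sample wells on that plate plus 3 SD, cut at about 8% in these data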
NOD2 RIPK2 PPI = blocks binding of human NOD2 to RIPK2; AID 624267; 360,000 compounds, 0.38% hits; O43353; CHO BLA complementation NOD2-RIPK2, CCF4 ratio; inhibition, % at 4.98 µM; in the data active = inhibition above about 21%;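 also: 0% = vehicle only and 100% = reference blocker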
TLR9-MyD88 block = blocks human TLR9 binding to MyD88; inhibition, % at 4.98 µM; CHO BLA complementation TLR9-MyD88, CCF4 FRET ratio; Q9NR96+Q99836; 340,000 compounds, 0.21% hits; AID 504734;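 active = inhibition above the mean over all tested compounds plus 3 SD, cut at about 21% in these data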;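 also: 0% = DMSO only wells and 100% = clavulanate BLA inhibitor control wells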
Target sequence (Q99836 whole entry, looked up): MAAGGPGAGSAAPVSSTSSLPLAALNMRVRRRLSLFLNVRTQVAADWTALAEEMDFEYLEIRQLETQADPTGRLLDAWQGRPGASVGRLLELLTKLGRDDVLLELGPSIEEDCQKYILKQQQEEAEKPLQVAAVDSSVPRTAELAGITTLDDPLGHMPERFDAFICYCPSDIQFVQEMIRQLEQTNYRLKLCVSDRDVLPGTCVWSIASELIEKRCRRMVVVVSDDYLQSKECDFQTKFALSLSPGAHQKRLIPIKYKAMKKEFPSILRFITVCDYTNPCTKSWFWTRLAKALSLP
Target sequence (Q9NR96 whole entry, looked up): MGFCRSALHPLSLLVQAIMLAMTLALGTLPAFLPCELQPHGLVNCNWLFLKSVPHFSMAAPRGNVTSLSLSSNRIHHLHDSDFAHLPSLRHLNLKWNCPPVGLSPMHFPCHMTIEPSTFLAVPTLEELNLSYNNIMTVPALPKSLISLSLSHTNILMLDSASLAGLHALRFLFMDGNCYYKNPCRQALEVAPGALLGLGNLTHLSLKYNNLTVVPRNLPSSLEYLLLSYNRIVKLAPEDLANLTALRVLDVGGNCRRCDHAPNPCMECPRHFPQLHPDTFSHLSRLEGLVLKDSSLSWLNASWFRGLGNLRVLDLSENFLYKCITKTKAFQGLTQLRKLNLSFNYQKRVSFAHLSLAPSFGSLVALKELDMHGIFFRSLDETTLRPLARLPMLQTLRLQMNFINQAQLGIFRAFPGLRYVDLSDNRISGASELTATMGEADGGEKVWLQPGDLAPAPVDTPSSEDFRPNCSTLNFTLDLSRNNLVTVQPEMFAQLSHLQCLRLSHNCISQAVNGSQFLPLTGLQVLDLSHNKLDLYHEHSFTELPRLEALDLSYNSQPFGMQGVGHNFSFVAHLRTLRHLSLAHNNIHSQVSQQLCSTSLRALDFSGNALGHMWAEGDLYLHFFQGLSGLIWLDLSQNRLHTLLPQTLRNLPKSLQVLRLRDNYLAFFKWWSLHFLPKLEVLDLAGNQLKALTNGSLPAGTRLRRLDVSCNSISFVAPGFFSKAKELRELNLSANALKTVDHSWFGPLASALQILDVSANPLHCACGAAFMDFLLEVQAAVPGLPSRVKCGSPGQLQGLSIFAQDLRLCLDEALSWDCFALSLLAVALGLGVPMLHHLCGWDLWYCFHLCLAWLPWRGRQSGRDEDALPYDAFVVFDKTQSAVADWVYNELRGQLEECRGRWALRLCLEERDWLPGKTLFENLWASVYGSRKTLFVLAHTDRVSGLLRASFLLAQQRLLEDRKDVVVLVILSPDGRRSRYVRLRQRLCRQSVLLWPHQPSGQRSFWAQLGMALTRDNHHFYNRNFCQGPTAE
ABCB6 inh MLPCN = human ABCB6 transporter inhibition; Q9NP58; K562-ABCB6 porphyrin accumulation, flow cytometry, 1 h; hits give low values; fluorescence ratio to DMSO, % at 10 µM; 360,000 compounds, 0.19% hits; AID 602162;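 active = fluorescence ratio to DMSO below 75%, the collection mean minus 3 SD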;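 also: signal is porphyrin accumulated inside mitochondria; 100% equals median channel fluorescence of DMSO control wells; lower ratio means ABCB6 inhibition with less porphyrin fluorescence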
N-glyco inh = N-linked glycosylation inhibition; 360,000 compounds, 0.23% hits; AID 588692; D54 ERlucT glycosylation luciferase reporter, 24 h; percent of 100 nM tunicamycin response; reporter increase, % at 12.5 µM;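 active = mean luciferase reporter signal, scaled so untreated is 0 and the glycosylation-blocking control 100, at or above a set limit in every replicate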;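 also: luciferase carries N-glycosylation sites so blocking glycosylation raises the light; 0% = median of neutral control wells and 100% = median of 100 nM tunicamycin wells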
HTR2A ag = agonists of mouse serotonin 5-HT2A receptor (HTR2A). AID 624169. activation, % at 7.6 µM. CHO-K1 mHTR2A beta-arrestin complementation, luminescence; percent of 30 µM serotonin response. 360,000 compounds, 0.66% hits. P35363;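 active = activation above a run cutoff, the mean activation of all tested compounds plus 3 SD, cut at about 14% in these data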;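 also: 0% = plate median of compound wells and 100% = 30 µM serotonin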
ABHD5 PLIN5 PPI = inhibitors of human ABHD5-perilipin-5 interaction. Split G. princeps luciferase complementation, luminescence, 4 h. inhibition, % at 4 µM. 360,000 compounds, 0.78% hits;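 active = inhibition above the mean inhibition across every tested compound plus 3 SD, cut at about 22% in these data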;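 also: 0% = DMSO only wells and the 100% control is not disclosed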
MC4R antag cAMP = human MC4R antagonism in cAMP assay. P32245. 360,000 compounds, 0.48% hits. inhibition, % at 6.5 µM. MC4R-expressing cells, MTII-stimulated cAMP, LANCE TR-FRET;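 active = inhibition above its plate's cutoff, the mean of tested wells on that plate plus 3 SD, cut at about 29% in these data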;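 also: 0% = Melanotan II alone and 100% = Melanotan II plus saturating MCL0020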
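material = U2OS cells stably expressing human melanocortin 4 receptor (MC4R) | also added = Melanotan II challenge | dosing = single nominal compound dose of 6.5 µM | detection = TR-FRET with Eu-cAMP and labeled anti-cAMP, 671 nm | replication = singlicate | timing = compound 30 min, challenge 1 h, detection 1 h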
Cardio protect = protects H9c2 cardiomyocytes from peroxide injury; AID 588492; protection from H2O2 cell death, % at 20 µM; H2O2 injury protection, ATPLite, 2 h; 360,000 compounds, 0.63% hits;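 active = compounds giving at least 50% protection of heart cells from peroxide-induced death in the single-dose screen, raw or plate-pattern-corrected value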;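 also: 0% = DMSO wells with peroxide and 100% = DMSO wells without peroxide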
NCOA2 inhibitor = inhibits human steroid receptor coactivator 2. Q15596. HEK293 GAL4-SRC2 luciferase reporter, luminescence. inhibition, % at 9 µM. 370,000 compounds, 0.17% hits;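 active = inhibition above the mean inhibition of all tested compounds plus 3 SD, set per campaign, cut at about 52% in these data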;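 also: 0% = DMSO treated cells and 100% = cells given Gossypol at 36 µM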
* = called active by the depositor; / = no result given.

Screens in order: MC4R ag barr	NOD2 RIPK2 PPI	TLR9-MyD88 block	ABCB6 inh MLPCN	N-glyco inh	HTR2A ag	ABHD5 PLIN5 PPI	MC4R antag cAMP	Cardio protect	NCOA2 inhibitor
COCCOC(=O)C1=C(C)NC(=O)CC1c1cc2c(cc1Br)OCO2 (centres undefined)
→ -2.1	-9	-2	92	2	0	1	7	0	-14
CC(C)Oc1ccc(CCC(=O)N/N=C/c2ccncc2)cc1
→ 0.2	-2	/	86	1	0	-3	1	14	14
Cc1cccc(NC(=S)N/N=C(\c2ccccc2)C(C)C)c1
→ -1.3	-16	3	98	0	-3	-7	0	-10	-4
CC1(C)CC(=O)c2cc(OCC(=O)NCc3cccnc3)ccc2O1
→ -0.8	-6	0	103	0	0	2	12	1	1
C=CCn1c(O)c(CN2CCOCC2)c(C)c(C#N)c1=O
→ -2.7	-5	4	94	1	0	-26	-1	-4	/
Cc1cccc([C@@H]2[C@@H]3C(=O)N(C)C(=O)[C@@H]3[C@@H]3C(=O)Nc4ccccc4C(=O)N23)c1
→ -0.3	-14	-3	99	-1	3	2	9	-2	23
COc1cc(/C=N\NC(=O)CNC(=O)c2cccc([N+](=O)[O-])c2)ccc1O
→ -1.8	5	-5	86	1	-3	3	3	20	-6
OC[C@@H]1CN(Cc2ccc(-c3ccccc3)cc2)C[C@H](n2cnc3c(NC4CCC4)ncnc32)O1
→ 0.8	3	/	90	-1	2	1	0	-10	26
CC(=O)c1ccc(Oc2ccc(C(C)=O)cc2)cc1
→ -0.4	2	2	95	-4	1	-1	-5	8	-60
CCN(CC)S(=O)(=O)c1cccc(S(=O)(=O)c2cccc(S(=O)(=O)N(CC)CC)c2)c1
→ 0.8	-14	-4	86	-3	-4	5	5	-13	13
COc1cc(-c2nnc(SCC(=O)N(Cc3ccccc3)C(C)(C)C)o2)cc(OC)c1OC
→ 0.3	-5	16	92	-3	5	8	-6	-7	2
COc1ccc(-c2cc(=O)c3c(O)c(OC)c(OC)c(OC)c3o2)cc1
→ 0.5	-4	-4	95	7	-5	-3	3	0	-22
CC1=C(C#N)C(c2cccnc2)C2=C(CCCC2=O)N1 (centres undefined)
→ 0.0	-5	-6	94	-2	-3	7	0	-4	11
Cc1ccc(S(=O)(=O)c2ccc(Oc3ccccc3)cc2)cc1
→ 1.3	-5	5	93	-1	2	-6	5	-24	-21
N#Cc1ccc(-c2ccccc2)nc1SCC(=O)c1cc2ccccc2oc1=O
→ 1.3	8	8	130	4	-4	-2	17	2	-11
Cc1nn(C)cc1C(C(=O)NC1CCCCC1)N(C(=O)Cc1cccs1)c1ccc(Cl)cc1 (centres undefined)
→ -1.6	-3	2	98	-3	2	3	4	55*	-9
O=C(c1cnccn1)N(Cc1cccs1)C1(C(=O)NC2CCCCC2)CCCCC1
→ 0.2	1	15	98	-1	0	1	5	2	12
CCn1c(N)nc2c1c(=O)n(C)c(=O)n2C
→ 0.3	5	2	96	3	-2	2	15	-10	5
O=C(C[C@@H]1C/C=C/CC[C@@H](Cc2ccc(F)cc2)C(=O)OC[C@H](Cc2ccccc2)NC1=O)N[C@H](CO)Cc1ccccc1
→ 2.3	3	-9	89	4	-1	-5	5	8	1
Cc1ccccc1Nc1nc(N)nc(COC(=O)CCNS(=O)(=O)c2ccccc2)n1
→ -1.3	2	-4	99	0	-11	-2	23	1	20
COc1cc(NC(C)CCc2ccccc2)cc(OC)c1OC (centres undefined)
→ 0.3	-16	-7	93	2	0	-6	2	-6	24
CCC(C)NC(=O)C1CCN(S(=O)(=O)N2CCCC2)CC1 (centres undefined)
→ -1.1	-9	5	99	2	0	0	4	4	-28
Cc1cc([N+](=O)[O-])nn1CC(=O)Nc1ccc(Cl)cn1
→ -3.3	-4	-4	94	-2	-3	-4	10	-1	-2
COc1ccc(CC(N)c2csc(NC(=O)NCc3ccccc3)n2)cc1 (centres undefined)
→ 2.8	7	/	96	-4	-2	-8	7	1	0
COc1cc2c(cc1OC)C(c1cc(Br)c(OC)c(OC)c1)CC(=O)N2 (centres undefined)
→ -1.1	-5	-5	98	4	0	1	3	-6	3
COc1ccccc1OCC(=O)Nc1nnc(-c2ccco2)s1
→ -3.4	-10	-2	95	3	-1	1	-2	0	1
Cc1ccc(NS(=O)(=O)c2ccc(C)c(NC(=O)COc3ccccc3)c2)c(C)c1
→ 3.7	4	-5	101	-4	-7	1	5	-15	-5
COc1ccccc1C(=O)Nc1cccc(Oc2c(F)c(F)c(F)c(F)c2F)c1
→ 0.2	1	/	102	-4	1	-2	-8	-8	-4
Clc1nnc2ccc(-c3ccccc3)nn12
→ 1.5	-2	-5	89	3	4	5	3	7	-17
Cc1ccc(NC(=O)COC(=O)Cc2ccc(Br)cc2)cc1S(=O)(=O)N1CCOCC1
→ 0.1	4	-5	98	3	1	2	0	0	-6
CCOC(=O)N1CCN(C(=O)CSCC(=O)N=c2sc3ccccc3n2C)CC1
→ -1.6	2	-2	90	2	-5	0	5	8	/
CCOC(=O)c1cn(CC)c2cc(N3CCCCC3)c(F)cc2c1=O
→ -0.9	-5	4	80	1	1	3	1	3	-3
COc1ccc(S(=O)(=O)N(CC(=O)Nc2ccc(S(=O)(=O)N3CCOCC3)cc2)Cc2ccc(F)cc2)cc1
→ -1.7	2	6	97	-7	-4	-7	8	-6	20
O=[N+]([O-])c1cc([N+](=O)[O-])c(Oc2cccc3ccccc23)cc1NN1CCCCC1
→ -0.1	5	0	93	-7	2	5	2	-6	-2
COc1ccc(-n2ccsc2=S)cc1
→ -2.1	-4	0	98	1	0	0	-4	-3	-19
C=CCC(NCCCO)c1cccc(OC)c1OC (centres undefined)
→ -1.4	-6	-3	97	1	-2	-4	9	6	-2
COc1ccc(OCCCCOc2ccccc2Cl)cc1
→ -2.1	-7	7	100	-1	-1	-9	6	-14	-12
O=C(Nc1nnc(-c2ccccc2F)s1)C1CCCO1 (centres undefined)
→ -0.2	-6	-8	98	/	2	-3	0	4	-47
CCCCNC(=O)N(O)C1N(/N=C/c2ccccc2O)C(=S)SC1(C)C (centres undefined)
→ -0.5	-6	0	97	-1	4	0	-4	6	2
CCCN(CC(=O)Nc1ccccc1OC)C(=O)c1nc2nc(C)ccn2n1
→ -3.6	-3	1	94	1	-1	-12	7	6	-3
CCn1c(SCC(=O)N2CCc3ccccc32)nnc1-c1ccco1
→ -1.1	-1	3	93	-1	2	2	6	-4	8
CNC(=O)COc1ccc2oc3c(c2c1)CCCC3
→ -1.4	-20	9	96	3	2	3	-4	-4	-5
COc1ccc(CCN2CC(C(=O)NC3CCCCC3)CC2=O)cc1OC (centres undefined)
→ -0.2	6	-1	98	1	-2	-11	1	2	12
O=C(Nc1nccs1)Oc1ccccc1
→ 1.9	6	-10	98	-1	4	2	12	3	-6
CCn1c(=O)cc(SCC(=O)NCCCN2CCN(c3ccc(F)cc3)CC2)c2ccccc21
→ -0.8	-4	-6	98	19	-4	-6	-3	-4	-12
COc1ccc(N(C)S(=O)(=O)c2cccc(C(=O)N3CCN(c4ccccc4)CC3)c2)cc1
→ 2.3	3	-5	103	-2	-5	-5	17	6	-12
O=C1NCCCC1C(=O)N/N=C/c1cccc(O)c1 (centres undefined)
→ -0.8	-7	6	93	1	-2	1	14	-3	-14
O=C(c1cc(COc2ccc(F)cc2Cl)on1)N1C[C@H]2CC[C@H]1C2
→ 1.4	-2	-4	104	2	-2	5	-6	-2	-20
Cc1c(C(=O)N(Cc2ccccc2)Cc2cccs2)cnn1-c1ccc(Cl)cc1
→ -0.6	-9	/	14*	-3	-7	-8	4	3	-6
Cc1nonc1CN(C)C(=O)c1ccc(OC2CCN(Cc3ccccn3)CC2)cc1
→ 0.0	-7	-14	100	2	-1	-2	2	3	11

(cont.)
Screens in order: MC4R ag barr	NOD2 RIPK2 PPI	TLR9-MyD88 block	ABCB6 inh MLPCN	N-glyco inh	HTR2A ag	ABHD5 PLIN5 PPI	MC4R antag cAMP	Cardio protect	NCOA2 inhibitor
CC1=C(C(N)=O)C(c2ccc(F)cc2)n2nc(CCCO)nc2N1 (centres undefined)
→ -1.5	5	7	100	1	4	0	4	0	12
c1ccc(-c2ccc(CN3C[C@@H]4C(c5ccccc5)C5(c6ccccc6)CC4(C5)[C@H]3c3ccccc3)cc2)cc1 (some centres undefined)
→ 0.2	6	-2	85	1	1	5	-1	0	-21
CN(C)c1ccc(/C=C(\NC(=O)c2ccccc2)C(=O)NCCCn2ccnc2)cc1
→ -1.2	-2	1	99	3	-3	-4	-4	8	-8
CCOC(=O)N1CCN(CC(=O)c2ccc(O)cc2O)CC1
→ -1.9	8	12	95	3	-2	-7	4	0	-4
CC1=NN(c2ccccc2)C(=O)C1C(=O)c1ccc(Cl)cc1 (centres undefined)
→ -1.6	-9	-4	96	1	-7	-12	-3	8	-22
COc1ccc2c(c1)c(C(=O)CNc1nc(C)cs1)c(C)n2C
→ 0.4	-1	6	93	3	-6	1	6	6	-26
Cc1ccc(/C=C/C(=O)NC(=S)N2CCN(c3ccc(F)cc3)CC2)cc1
→ 1.0	-1	-1	103	0	0	8	10	-1	-10
Cc1cc(Sc2ccc([N+](=O)[O-])cn2)ccc1Br
→ -0.9	-5	-8	97	18	3	4	6	-5	-12
CCNC(=O)C1CCCN(C(=O)c2ccc3c(c2)CCO3)CC1 (centres undefined)
→ 4.5	-2	/	101	2	-2	-2	5	4	-17
COc1ccc(C(CC(=O)O)NS(=O)(=O)c2ccc(C)cc2)cc1OC (centres undefined)
→ -2.9	9	-8	94	-1	4	2	5	5	-20
O=C(c1cc(C2CC2)nn1-c1ccccc1)N1CCN(Cc2ccccc2)CC1
→ -1.3	2	-9	90	0	-9	-1	4	0	2
Cc1ccc(OCC(=O)N/N=C/C=C/c2ccco2)c(Br)c1
→ -1.9	-9	-19	100	4	1	11	6	-2	0
CCOc1ccccc1NC(=O)Cn1c(=O)n(-c2ccc(OC)cc2OC)c(=O)c2c(C)c(C(=O)N(CC)CC)sc21
→ -2.0	0	3	96	0	-4	2	8	-8	-1
COc1cccc(-n2c(SCC(=O)N3CCCCC3)nc3c([nH]c4ccccc43)c2=O)c1
→ -0.1	-3	-10	97	2	21*	-1	9	-5	-9
OC(c1ccc(F)c(F)c1)c1nc(-c2cccs2)cs1 (centres undefined)
→ 2.4	15	/	94	-3	3	4	-1	-14	5
O=C(CN1CCN(C/C=C/c2ccccc2)CC1)NCc1ccccc1
→ -2.7	6	4	100	0	-6	0	5	-1	5
CC(CNC(=O)c1cccc(Br)c1)n1cncn1 (centres undefined)
→ -1.0	-4	2	95	1	-2	1	-5	-5	-21
COc1ccc(C(O)c2ncc(-c3ccccc3OC)[nH]2)cc1F (centres undefined)
→ -2.9	-1	/	101	1	0	-2	4	0	24
CCCCn1c(N)c(N(CC(C)C)C(=O)c2cccs2)c(=O)[nH]c1=O
→ -3.4	-6	-3	95	1	9	-8	11	4	18

Screening results (PubChem)

Not all compounds are listed. The share of hits here may be higher or lower than overall.
